RGS4 act – potentiators or activators of RGS4 | HEK293 M3R/inducible RGS4, carbachol calcium flux Fluo4; active compounds read low | AID 463111 | B-score at 10 µM | 310,000 tested, 0.92% active;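 active means B-score of the integrated calcium signal more than 4 SD below the library mean, with starting fluorescence not abnormally high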;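 further: negative B-score means reduced calcium response which marks RGS4 activation or potentiation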
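Assay system: HEK293 FlpIn-TREx cells, stable M3R, doxycycline-inducible RGS4 / Probe or stimulus: carbachol, ECmax concentration / Times: overnight RGS4 induction, 30 min dye load 37 °C, 20 min compound RT / Signal: kinetic calcium fluorescence imaging with Fluo4-AM dye, 2 µM / Measure: Agonist-evoked peak-minus-minimum fluorescence over baseline, integrated ratio, B score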
KCNQ1 pot – human KCNQ1 channel potentiation or activation. B-score at 10 µM. CHO-K1 KCNQ1, thallium flux FluxOR fluorescence; active compounds read high. P51787. 310,000 tested, 0.35% active. AID 2648;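 active means fluorescence ratio B-score, a plate-corrected score, at least three library SD, with initial intensity B-score within 5 SD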
Target sequence (P51787 whole entry, looked up): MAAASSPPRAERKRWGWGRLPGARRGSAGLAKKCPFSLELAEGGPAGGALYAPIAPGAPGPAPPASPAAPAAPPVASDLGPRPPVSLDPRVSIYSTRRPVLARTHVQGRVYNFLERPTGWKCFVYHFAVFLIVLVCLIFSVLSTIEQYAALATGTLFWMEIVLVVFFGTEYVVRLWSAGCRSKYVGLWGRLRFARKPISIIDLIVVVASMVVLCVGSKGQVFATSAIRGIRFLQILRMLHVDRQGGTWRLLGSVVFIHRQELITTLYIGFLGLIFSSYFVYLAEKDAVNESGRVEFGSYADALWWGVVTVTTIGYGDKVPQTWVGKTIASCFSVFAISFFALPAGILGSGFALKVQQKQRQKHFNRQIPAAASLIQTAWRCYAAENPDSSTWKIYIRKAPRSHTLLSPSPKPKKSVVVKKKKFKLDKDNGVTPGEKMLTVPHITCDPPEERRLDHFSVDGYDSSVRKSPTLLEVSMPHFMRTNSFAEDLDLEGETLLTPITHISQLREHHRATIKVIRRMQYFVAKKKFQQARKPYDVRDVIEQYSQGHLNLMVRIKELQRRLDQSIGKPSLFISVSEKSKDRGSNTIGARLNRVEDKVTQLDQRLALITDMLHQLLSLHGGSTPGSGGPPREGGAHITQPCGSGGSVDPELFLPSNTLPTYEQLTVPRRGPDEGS
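Assay system: CHO-K1 cells stably expressing KCNQ1; Medium: assay buffer with matched DMSO; Also added: K+/Tl+ depolarizing stimulus; Dosing: single dose; Timing: dye 90 min, compound 20 min, room temperature; Measured by: kinetic FluxOR thallium fluorescence, 10-s 1-Hz baseline, 110-s post-stimulus read; Read-out: peak-minus-minimum fluorescence over initial fluorescence, negative-control normalized, B-scored.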
hERG protect – hERG (human) protection from proarrhythmic block | Q12809 | CHO-hERG, FluxOR thallium flux, dofetilide IC70 present | activation (rescue from dofetilide block), less the hit threshold, % at 10 µM | 310,000 tested, 0.51% active;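 active means activation above the mean of controls blocked by dofetilide plus 5 SD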;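 further: thallium influx through hERG after potassium depolarization seen as dye fluorescence rise; in these data hits start at about 4.7%; inactives centre near -7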
PolyA inhibitor – blocks polyadenylation in yeast reporter cells | S. cerevisiae SKY197-pL101 polyadenylation reporter, beta-gal luminescence; efflux-impaired pdr1/pdr3 knockout yeast; score 100 = 6 SD above DMSO | calls only at 12 µM | 300,000 tested, 0.02% active | AID 1875;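 active means lowest replicate activity score at least 50, where 100 means six control SD above control mean; inconclusive means lowest score under 50 but half or more replicates reach 50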;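 further: yeast exposed to compound for 9 h at 30 °C; higher score means more reporter readthrough which indicates perturbed polyadenylation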
GSK3B inh – blocks human GSK3beta kinase activity; GST-GSK3beta kinase, ADP-Glo luminescence, 60 min; active compounds read low; P49841; activity score (negative = inhibition), % at 10 µM; 300,000 tested, 0.038% active;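 active means more than half of replicate wells score below -50%, meaning over 50% inhibition versus plate controls; inconclusive means some replicates but at most half score below -50%; inactive means no replicate scores below -50%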;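 further: 0% = median DMSO wells and -100% = median GW8510 positive control wells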
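Assay system: GST-tagged human GSK3beta kinase, cell-free; Input: 1.6 ng GSK3beta; Medium: Tris/MgCl2 kinase buffer; Timing: 60 min enzyme reaction, room temperature; Signal: ADP-Glo luminescence quantifying ADP generated by kinase; Evaluation: score relative to plate controls; Benchmarks: DMSO neutral wells and GW8510 at 20 µM as positive.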
KCNK9 inh – human KCNK9 channel inhibition. HEK293 KCNK9, FluxOR thallium flux fluorescence; active compounds read low. B-score at 10 µM. 310,000 tested, 1.2% active. AID 488922;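 active means ratio B-score over 3 SD below the library mean, with starting fluorescence within 5 SD of its mean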;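 further: negative B-score means less thallium flux so channel inhibition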
DYRK1A inh – Dyrk1A (rat) kinase inhibition; inhibition, % at 12.5 µM; ADP-Glo luminescence, NFATc1 peptide; 310,000 tested, 0.43% active; in the data active means inhibition above about 50%;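 further: plate controls were vehicle with enzyme for no effect and no enzyme for full effect; many of its hits are not listed in these tables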
GSK3 alpha inh – inhibitors of human GSK-3 alpha kinase | ADP-Glo luminescence, 60 min | inhibition, % at 10 µM | 320,000 tested, 0.1% active | AID 2650;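 in the data active means inhibition above about 50%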;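 further: GST-tagged GSK-3 alpha with peptide substrate and 25 µM ATP; 0% = DMSO neutral wells and 100% = GW8510 positive control wells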
HDAC3 inh – human HDAC3 inhibition; 320,000 tested, 0.15% active; inhibition, % at 8.3 µM; O15379; AID 2718; recombinant HDAC3, fluorogenic peptide/trypsin coupled, fluorescence; in the data active means inhibition above about 26%, passing the limit was not always enough; inconclusive means no clear call, values can overlap the other calls
KCNK3 block – human KCNK3 channel inhibition, primary screen; O14649; CHO-KCNK3 thallium flux, FluxOR fluorescence; active compounds read low; B-score at 10 µM; 340,000 tested, 0.84% active;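 active means B-score under library mean minus 4 SD, starting fluorescence ratio at most library mean plus 5 SD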;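 further: more negative B-score means stronger inhibition of thallium flux through KCNK3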
Target sequence (O14649 whole entry, looked up): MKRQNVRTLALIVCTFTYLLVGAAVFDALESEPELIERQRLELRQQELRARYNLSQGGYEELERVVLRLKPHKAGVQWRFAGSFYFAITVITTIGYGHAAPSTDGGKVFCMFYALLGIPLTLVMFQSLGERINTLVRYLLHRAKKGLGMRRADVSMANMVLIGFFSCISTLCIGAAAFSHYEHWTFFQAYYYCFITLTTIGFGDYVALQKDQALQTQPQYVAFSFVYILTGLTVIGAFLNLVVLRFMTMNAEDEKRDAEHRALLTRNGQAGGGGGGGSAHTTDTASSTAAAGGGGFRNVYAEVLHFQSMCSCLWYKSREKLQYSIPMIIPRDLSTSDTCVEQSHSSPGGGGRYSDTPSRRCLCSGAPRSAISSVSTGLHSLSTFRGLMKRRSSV
KCNQ1 inh – inhibitors of human KCNQ1 potassium channel. CHO-K1 KCNQ1, FluxOR thallium flux fluorescence; active compounds read high. 310,000 tested, 1.3% active. B-score at 10 µM;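 active means compounds whose thallium flux B-score, printed positive for inhibition, exceeds three library SD while starting fluorescence stays within three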;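 further: channel opened by potassium depolarization with thallium stimulus after 20 min compound exposure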
An asterisk follows results filed as active; i = inactive; ? = inconclusive; / = not tested or not shown. These rows are one share of the data; the hit share may differ from the screen's.

Start of the data: the first three compounds, ahead of the listing:
SMILES	RGS4 act	KCNQ1 pot	hERG protect	PolyA inhibitor	GSK3B inh	KCNK9 inh	DYRK1A inh	GSK3 alpha inh	HDAC3 inh	KCNK3 block	KCNQ1 inh
Cc1cc(-c2ccc(C)c(S(=O)(=O)NCC3CCN(Cc4ccccc4F)CC3)c2)on1	i	i	-5	i	-2	i	1	-2	4	i	i
CCCCNC(=O)c1onc(CSc2ccc(F)cc2)c1C(=O)O	i	i	-1	i	-1	i	0	-7	10	i	i
O=C(CCC(=O)c1ccc(-c2ccccc2)cc1)Nc1cccnc1	i	i	-11	i	0	i	-8	-2	5	i	i

The listing (from the top)
SMILES	RGS4 act	KCNQ1 pot	hERG protect	PolyA inhibitor	GSK3B inh	KCNK9 inh	DYRK1A inh	GSK3 alpha inh	HDAC3 inh	KCNK3 block	KCNQ1 inh
Cc1cc(-c2ccc(C)c(S(=O)(=O)NCC3CCN(Cc4ccccc4F)CC3)c2)on1	i	i	-5	i	-2	i	1	-2	4	i	i
CCCCNC(=O)c1onc(CSc2ccc(F)cc2)c1C(=O)O	i	i	-1	i	-1	i	0	-7	10	i	i
O=C(CCC(=O)c1ccc(-c2ccccc2)cc1)Nc1cccnc1	i	i	-11	i	0	i	-8	-2	5	i	i
CCCCCCC(=O)Nc1nc(C)c(-c2csc(Nc3ccc(Cl)cc3)n2)s1	i	i	-4	i	4	i	57*	1	-4	i	i
Cc1ccc(N2CCN(C(=O)c3cc(-c4ccc(F)cc4)[nH]c3C)CC2C)cc1 (configuration not stated)	i	i	-3	i	-1	i	-3	-1	?	i	i
O=C1CSCC(=O)N1c1ncc(C(F)(F)F)cc1Cl	i	i	-13	i	3	i	-6	-1	-6	i	i
O=C(Nc1ccc(S(=O)(=O)Nc2nccs2)cc1)c1cc(=O)[nH]c2ccccc12	i	i	-14	i	1	i	-5	8	/	i	i
NNc1nc(-c2ccccc2)cs1	i	i	-10	i	-3	i	2	1	/	i	i
Cc1ccc(C(=O)N2CCN(c3ncccn3)CC2)cc1S(=O)(=O)N1CCCCC1	i	i	-10	i	-1	i	-6	-2	-3	i	i
O=C(Cc1ccccc1)Nc1ccccc1C(=O)Nc1ccc(C(=O)O)cc1	i	i	-7	i	2	i	-5	1	-2	i	i
N/C(=N\OC(=O)Cc1ccccc1)c1cccc(Br)c1	i	i	-10	i	3	i	/	2	5	i	i
COc1ccc(N(Cc2cc3ccc(C)cc3[nH]c2=O)C(=O)c2ccco2)cc1	i	i	-5	i	-1	i	-7	-3	0	i	i
CCCc1nnc(NC(=O)c2cc3ccccc3o2)s1	i	i	-9	i	0	i	-5	-3	-3	i	i
Cn1c(=O)c2c(nc(Sc3n[nH]c(N)n3)n2Cc2ccccc2Cl)n(C)c1=O	i	i	-10	i	2	i	4	-2	-1	i	i
CC(C)(C)NC(=O)CC(CC(=O)O)c1ccccc1 (configuration not stated)	i	i	-5	i	-1	i	-3	-1	1	i	i
CN1CCN(C(=S)Nc2ccc(Cl)cc2)CC1	i	i	-7	i	2	i	-8	1	-13	i	i
O=C(CCCN1C(=O)c2ccccc2C1=O)NCC1CCCO1 (configuration not stated)	i	i	-10	i	1	i	2	3	2	i	i
C=CCSC1=C(C#N)C(c2ccccc2Cl)CC(=O)N1 (configuration not stated)	i	i	-7	i	1	i	-1	-1	1	i	i
CCOC(=O)C1(CC2CCCCO2)CCN(C(=O)Nc2cccc(SC)c2)CC1 (configuration not stated)	i	i	-13	i	-1	i	5	-1	1	i	i
COC(=O)N/N=C/c1cc(Cl)c(OCc2ccccc2F)c(OC)c1	i	i	-8	i	-1	i	6	-3	12	i	i
O=c1c2ccccc2nnn1CSc1ccccc1	i	i	-9	i	3	i	-3	-2	-9	i	i
Cc1ccc(Cl)cc1NC(=O)CCC(=O)Nc1cc(Cl)ccc1C	i	i	-9	i	0	i	-3	-1	3	i	i
CN(C)C(=O)[C@@H]1C[C@H]1[C@@H](NC(=O)OCc1ccccc1)c1ccccc1	i	i	-11	i	0	i	7	0	-5	i	i
COc1ccccc1CCNC(=O)c1ccc(OC)c(OC2CCN(C(C)C)CC2)c1	i	i	-10	i	4	i	-8	-2	1	i	i
CN(C)S(=O)(=O)Nc1ccccc1C(N)=O	i	i	-12	i	4	i	1	-2	/	i	i
CCn1ccnc1CN(C)C(=O)c1cc(COc2ccc(-n3cncn3)cc2)on1	i	i	-6	i	-5	i	2	7	-4	i	i
Cc1nnc(SCC(=O)NC(=O)NC(C)(C)C)s1	i	i	-6	i	3	i	4	1	-12	i	i
Cc1ccsc1C(=O)OCC(=O)Nc1ccc(Cl)cc1C(F)(F)F	i	i	-9	i	1	i	-39	0	3	i	i
Cn1c(SCC(=O)Nc2ccc3nc(SCC(=O)N4CCCC4)sc3c2)nnc1-c1ccccc1	i	i	-14	i	0	i	/	-3	6	/	i
Cc1ccc(Nc2nc(N)nc(CSc3nnnn3-c3ccccc3)n2)cc1	i	i	-13	i	1	i	-5	1	7	i	i
Cc1ccc(C(=O)OCC(=O)NCc2cccs2)c(C)c1	i	i	-11	i	-2	i	0	3	-2	i	i
N#CC1=C(S)N=C(N)C(c2nc(-c3ccccc3)cs2)C12CCCCC2 (configuration not stated)	i	i	-10	i	0	i	3	1	-5	i	i
CC1CCc2sc(NC(=S)NC(=O)c3ccccc3)c(C#N)c2C1 (configuration not stated)	i	i	-5	i	1	i	-2	-1	10	i	i
COc1ccc(C(=O)NCc2ccc3[nH]c(C)cc3c2)cc1OC	i	i	-5	i	3	i	-2	-1	-2	i	i
CCOc1ccccc1C(=O)N/N=C/c1cccc2cccnc12	i	i	-30	i	-1	i	18	1	6	i	i
COc1ccc(NC(=O)[C@H](C)NC(=O)C2CCN(S(=O)(=O)c3ccc(C)cc3)CC2)cc1	i	i	-11	i	3	i	-3	6	-4	i	i
Cc1noc(C)c1CSc1nnc(-c2ccncc2)n1-c1cccc(Cl)c1C	i	i	-15	i	0	i	1	1	5	i	i
O=C(CSc1n[nH]c(-c2ccccc2)n1)Nc1ccc(Br)cn1	i	i	-9	i	-21	i	4	20	-2	i	i
O=C(C1=NN[C@@H]2C(=O)N(c3cccc(C(F)(F)F)c3)C(=O)[C@H]12)c1cnccn1	i	i	-2	i	2	i	/	-2	9	i	i
O=C(NCc1csc(-c2ccccc2)n1)c1ccco1	i	i	-4	i	2	i	8	1	13	i	i
COc1ccc(C(=O)Nc2ccc(NC(=O)C3CCCCC3)nc2)cc1	i	i	-4	i	2	i	-6	0	-7	i	i
O=c1c2ccccc2nc(-c2ccc(Cl)cc2Cl)n1O	i	i	-6	i	1	i	2	-2	3	i	i
CN(C)CCNC(=O)CN1C(=O)COc2ccc(C(C)(C)C)cc21	i	i	-3	i	0	i	-15	-7	1	i	i
CC(C)CNC(=S)NC(=O)c1ccccc1Cl	i	i	-3	i	1	i	-2	-3	6	i	i
Cc1ccc(CN2[C@@H](CC(C)C)COCCS2(=O)=O)cc1	i	i	-11	i	-1	i	-2	1	10	i	i
COC(=O)n1c(=O)oc2ccc(S(=O)(=O)N3CCCCC3)cc21	i	i	-4	i	-1	i	2	-5	/	i	i
CCOC(=O)C1CCN(C(=O)c2c(-c3ccccc3)noc2C)CC1	i	i	-11	i	2	i	5	-2	-14	i	i
COCCn1c(N)c(C(=O)Nc2sc3c(c2C(=O)OC)CCCC3)c2nc3ccccc3nc21	i	i	-6	i	2	i	-26	-2	8	i	i
O=C(COc1ccccc1)NNc1nc2c(F)cc(F)cc2s1	i	i	-6	i	1	i	-3	0	-2	i	i
O=C(NCc1nc2ccccc2[nH]1)c1c(F)c(F)c(F)c(F)c1F	i	i	1	i	-4	i	/	0	0	i	i
Other records:
SMILES	RGS4 act	KCNQ1 pot	hERG protect	PolyA inhibitor	GSK3B inh	KCNK9 inh	DYRK1A inh	GSK3 alpha inh	HDAC3 inh	KCNK3 block	KCNQ1 inh
Cc1cccc(CN2CCC(CNC(=O)Cn3ncc4c([nH]c5ccccc54)c3=O)CC2)c1	i	i	-10	i	3	i	8	-1	3	i	i
OC1CCN(C(=S)Nc2ccc(Oc3ccccc3)cc2)CC1	i	i	-3	i	-2	i	-2	0	1	i	i
COc1cc(C2=NC(CO)(CO)CO2)cc(OC)c1OC	i	i	-11	i	/	i	-8	0	1	i	i
CCC(CC)NCCOC(=O)c1ccc([N+](=O)[O-])cc1	i	i	-5	i	0	i	1	3	0	i	i
CCOC1=NN(c2ccccc2)C(=O)/C1=C\N(C)C	i	i	-5	i	-1	i	1	0	-2	i	i
COc1ccc(CNC(=O)Cn2cc([N+](=O)[O-])nc2C)cc1	i	i	-6	i	2	i	-3	-3	4	i	i
O=C1C2CC=CCC2C(=O)N1c1ccc(NCCc2cccc(F)c2)c([N+](=O)[O-])c1 (configuration not stated)	i	i	-10	i	4	i	-4	-1	6	i	i
CCOc1cc(N2CCOCC2)c(OCC)cc1NC(=O)c1ccc(OCc2c(C)noc2C)c(OC)c1	i	i	-4	i	2	i	-4	-3	0	i	i
O=C(Nc1ccccc1)N1C(=O)C2(OCCO2)c2ccccc21	i	i	-9	i	3	i	2	0	1	i	i
c1ccc2c(-c3cc(C4CCNCC4)[nH]n3)cccc2c1	i	i	2	i	0	i	-1	-1	1	i	i
C=CCSc1ccsc1C(=O)O	i	i	-8	i	4	i	4	-2	-7	i	i
O=C(Nc1nnc(C2CC2)s1)c1cccc(S(=O)(=O)N2CCc3ccccc32)c1	i	i	3	i	-2	i	-5	2	6	i	i
COc1cccc2cc(C(=O)C3=C(O)C(=O)N(CCN4CCOCC4)C3c3ccc(C)o3)oc12 (configuration not stated)	i	i	-7	i	-5	i	5	0	17	i	i
COc1ccnc(Oc2ccc(F)cc2)c1-c1ncn[nH]1	i	i	-9	i	-1	i	-2	1	-1	i	i
O=C(NC1CCCC1)C1CCC(CNS(=O)(=O)c2cccs2)CC1 (configuration not stated)	i	i	3	i	1	i	6	-1	1	i	i

Screening data: PubChem BioAssay, several laboratories
